# B2AR arrestin: qHTS assay of beta-arrestin-biased ligands of beta2-adrenergic receptor; Beta-2 adrenergic receptor (Homo sapiens), P07550; beta-arrestin recruitment to beta2AR, cell-based reporter; Potency, µM (titrated, usually from 46.1 µM), inactives show at the highest dose activation, most hits filed as activators; actives 0.02% (n = 330,000);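 note: potency is the fitted concentration of half-maximal effect; 0% = DMSO controls and full agonism = EC100 isoproterenol or metaproterenol; nearly all actives have a fitted effect of over 65% in size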
# uPA generation: qHTS for Inhibitors of Cell Surface uPA Generation; AID 540303, 2011; actives 0.31% (n = 330,000); cell surface uPA generation assay, qHTS; Potency, µM (series often up to 38.3 µM), inactives show top-dose activity change, negative = inhibition, most hits filed as inhibitors; active = well fitted inhibition curve with a large enough effect; inconclusive = small, poorly fitted or top-dose-only effect; inactive = no such curve, though single readings can be large or run the other way; tested in mouse RAW 264.7 cells; note: potency is the fitted concentration of half-maximal effect; % is set by controls: 0 for no effect and ±100 for the full control effect; nearly all actives have a fitted effect of over 55% in size
# TSG101-PTAP inh: qHTS Assay for Iinhibitors of HIV-1 Budding by Blocking the Interaction of PTAP/TSG101; Fluorescence polarization, FITC-PTAP peptide / Tsg101 binding; Potency, µM (top dose mostly 115 µM), inactives show top-dose activity change, negative = inhibition, most hits filed as inhibitors; 340,000 tested, under 10 active; active = well fitted inhibition curve with a large enough effect in the main read-out, with a control signal flat, not every such curve was filed as active; inconclusive = small, poorly fitted or top-dose-only effect, or effect the other way, or a change in a side signal; inactive = no such curve, though single readings can be large or run the other way; note: potency is the fitted concentration of half-maximal effect; % of control where 0% means no effect
#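 Tsg101 binding domain (10 uM final) was mixed with compound and a FITC-labeled PTAP peptide (50 nM final) in HEPES pH 7.5 buffer with NaCl, Tween 20, EDTA and TCEP; fluorescence polarization was read after 20 min at r.t.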
# Eya2 inh: qHTS Assay for Inhibitors of the Phosphatase Activity of Eya2. AID 488837, 2010. Potency, µM (doses to about 76.9 µM), for the others: at the top dose activity, negative = inhibition, actives largely listed as inhibitors. actives 0.006% (n = 330,000). recombinant Eya2, OMFP fluorescence dephosphorylation (OMFP is methylfluorescein phosphate); note: potency is the fitted concentration of half-maximal effect; % is set by controls: 0 for no effect and ±100 for the full control effect
#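 Eya2 (0.2 uM) preincubated 10 min at ambient with compound, then OMFP substrate added at 50 uM; 10 min reaction in 50 mM HEPES pH 7.5, 50 mM NaCl, 5 uM MgCl2, 0.05% BSA, 1 mM DTT. Fluorescence read at Ex 485/Em 525 nm.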
# BRCA1 expr up: qHTS Assay to Identify Small Molecule Activators of BRCA1 Expression; MCF7-BRCA1-FFLuc reporter, luminescence, 48 h; response scale: scaled: vehicle 0%, 10 µM genistein 100%; Potency, µM (titrated, usually from 46.1 µM), for inactives: at the top dose activation, hits mostly activators; actives 1.1% (n = 380,000); note: potency is the fitted concentration of half-maximal effect; nearly all actives have a fitted effect of over 80% in size; some results filed as inactive show a strong effect at the top dose
#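 Reporter cells (MCF7, BRCA1 promoter-firefly luciferase) received library compounds across a concentration series for 48 h. End-point luminescence was measured and concentration-effect curves derived after normalization.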
# USP2a inh: qHTS Assay for Inhibitors of Ubiquitin-specific Protease USP2a Using CHOP2 as the Reporter. Ubiquitin carboxyl-terminal hydrolase 2 (Homo sapiens), O75604. USP2 core, Ub-CHOP2 coupled fluorogenic reporter, 485/531. Potency, µM (series often up to 38.3 µM), without a hit: top-dose activity change, negative = inhibition, usual class: inhibitors. actives 0.01% (n = 330,000). AID 463254, 2010;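 note: potency is the fitted concentration of half-maximal effect; plate controls were DMSO wells for no effect and full inhibition by NEM control for full effect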
#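 USP2 core (10nM final) preincubated 30min RT with compound in 20mM Tris-HCl pH 8.0, 2mM CaCl2, 2mM beta-mercaptoethanol, 0.05% CHAPS; 25nM Ub-CHOP2 plus 25nM reporter substrate added, fluorescence (Ex485/Em531) read after 60min.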
# ELG1 genotoxic: qHTS screen for small molecules that induce genotoxicity in human embryonic kidney (HEK293T) cells expressing luciferase-tagged ELG1 | Potency, µM (top dose mostly 46 µM), without a hit: top-dose activity change, positive = activation, actives largely listed as activators | actives 1.3% (n = 330,000) | HEK293T ELG1-luciferase reporter, luminescence, 16 h | AID 504466, 2011; note: potency is the fitted concentration of half-maximal effect; % of control where 0% means no effect; nearly all actives have a fitted effect of over 60% in size
#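 Genotoxicity was scored as increased ELG1-luciferase reporter signal, measured by ONE-Glo luminescence (30 min, room temperature). Compound or vehicle exposure of the HEK293T reporter cells lasted 16 hr at 37°C.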
# p53 reactivator: qHTS assay for re-activators of p53 using a Luc reporter. H1299 p53-A138V BP100-luciferase reporter, luminescence, 24 h. Potency, µM (titrated, usually from 92.2 µM), for inactives: at the highest dose activity change, positive = activation, hits mostly activators. actives 0.063% (n = 320,000); note: potency is the fitted concentration of half-maximal effect; % of control where 0% means no effect; nearly all actives have a fitted effect of over 45% in size
#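 p53-null H1299 cells stably carrying temperature-sensitive p53-A138V and a BP100-luciferase reporter were pinned with compounds (4-point, 1:5 series) and held 24 hrs at 37 deg C. Luminescence was read 10 min after detection reagent.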
# ASM inhibitor: Inhibitors of Secretory Acid Sphingomyelinase (S-ASM): qHTS; Sphingomyelin phosphodiesterase (Homo sapiens), P17405; placental ASM, HMU-PC fluorogenic substrate, 60 min; Potency, µM (top dose mostly 57.5 µM), for inactives: at the top dose activity change, negative = inhibition, hits mostly inhibitors; actives 0.006% (n = 340,000); AID 504937, 2011; note: potency is the fitted concentration of half-maximal effect
#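 HMU-PC0 cleavage (9 uM final) by human placental ASM, 60 min at 37 °C following 10 min compound exposure at RT; stopped at pH 10, fluorescence Ex 386/Em 447 nm.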
# Integrin act MD: qHTS for Activators of Integrin-Mediated Alleviation for Muscular Dystrophy; alpha7betagal myoblasts, beta-gal FDG fluorescence, 48 h; Potency, µM (series often up to 38.3 µM), for inactives: at the top dose activation, most hits filed as activators; actives 0.064% (n = 350,000); AID 624291, 2012;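 note: potency is the fitted concentration of half-maximal effect; 100% = response of the positive control SU9516; nearly all actives have a fitted effect of over 60% in size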
#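 Alpha7betagal+/- myoblasts (passage 13) were plated 16-24 hr, then exposed to compounds (1:260 dilution of DMSO stock) for 48 hours at 37C. After MPER lysis, β-galactosidase reporter activity was read as FDG fluorescence (ex 480/em 540) after 30 minutes.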
# TRPV1 agonist: HTS Assay for Compounds that Act as Agonists of the Vanilloid Receptor 1; TRPV1-expressing cells, Fluo-8 calcium influx, agonist mode; actives 0.19% (n = 320,000); Transient receptor potential cation channel subfamily V member 1 (Homo sapiens), Q8NER1; activation, % at 8.33 µM; in the data active = activation above about 80%; inconclusive = between about 30% and that limit; note: 0% is about no effect
# Target sequence (Q8NER1 whole entry, looked up): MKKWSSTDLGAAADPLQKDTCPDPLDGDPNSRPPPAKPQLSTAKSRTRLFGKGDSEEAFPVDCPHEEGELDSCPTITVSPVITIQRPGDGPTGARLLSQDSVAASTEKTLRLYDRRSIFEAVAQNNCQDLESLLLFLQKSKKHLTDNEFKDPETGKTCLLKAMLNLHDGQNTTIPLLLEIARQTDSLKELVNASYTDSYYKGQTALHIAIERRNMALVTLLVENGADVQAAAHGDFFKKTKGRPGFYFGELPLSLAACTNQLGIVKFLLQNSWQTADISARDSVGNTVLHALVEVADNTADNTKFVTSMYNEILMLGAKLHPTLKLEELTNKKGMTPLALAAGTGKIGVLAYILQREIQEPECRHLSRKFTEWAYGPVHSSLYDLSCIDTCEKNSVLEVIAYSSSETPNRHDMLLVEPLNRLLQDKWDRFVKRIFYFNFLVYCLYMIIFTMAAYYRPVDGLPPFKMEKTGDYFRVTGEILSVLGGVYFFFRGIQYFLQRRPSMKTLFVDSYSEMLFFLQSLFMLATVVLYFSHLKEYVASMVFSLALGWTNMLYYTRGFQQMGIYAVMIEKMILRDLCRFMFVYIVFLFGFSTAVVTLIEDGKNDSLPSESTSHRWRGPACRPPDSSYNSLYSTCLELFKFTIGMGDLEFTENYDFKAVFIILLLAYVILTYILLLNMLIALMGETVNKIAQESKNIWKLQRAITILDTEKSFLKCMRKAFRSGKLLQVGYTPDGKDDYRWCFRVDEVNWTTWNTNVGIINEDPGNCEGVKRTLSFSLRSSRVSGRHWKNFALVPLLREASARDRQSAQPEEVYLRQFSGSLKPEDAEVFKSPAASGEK
#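 TRPV1-expressing cells were cultured overnight at 35.5C and loaded with Fluo-8 calcium dye for 40 to 90 min at room temperature. After a 10 s baseline, compound was added and calcium influx was read kinetically for 3 min (ex 480/em 520 nm).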
# An asterisk follows results filed as active; ? = inconclusive; . = no result given; [ ] = another dose, or the depositor's remark. Unless noted, calls come from the whole dose curve; as a rule, active = well fitted curve in the direction sought with a large enough effect; inconclusive = small, poorly fitted or top-dose-only effect, or another doubt; inactive = no such curve, though single readings can be large; an effect the other way counts as inactive or inconclusive.
SMILES,B2AR arrestin,uPA generation,TSG101-PTAP inh,Eya2 inh,BRCA1 expr up,USP2a inh,ELG1 genotoxic,p53 reactivator,ASM inhibitor,Integrin act MD,TRPV1 agonist
O=C(Cn1ccc(NC(=O)OCc2ccccc2)nc1=O)NCc1ccc2c(c1)OCO2,0.2%,11.7%,-0.1%,4.0%,27.0%,0.2%,13.4%,-2.8%,7.2%,-1.8%,-8.2
CC(=O)Nc1ccc(S(=O)(=O)NC2CC(=O)N(c3cccc(F)c3)C2)cc1 (stereo not given),0.3%,15.1%,0.7%,20.5%,7.8%,1.5%,1.0%,-3.0%,-1.3%,-2.5%,-1.0
COc1ccc(CCNC(=O)C23CN(Cc4ccccc4)CC2C(c2ccc([N+](=O)[O-])cc2)=NO3)cc1 (stereo not given),-0.3%,18.6%,-0.7%,-2.0%,-16.8%,-8.2%,-2.3%,9.0%,-0.1%,0.0%,-4.8
CC(C(=O)Nc1ccccc1)N(C)Cc1cccs1 (stereo not given),0.2%,0.1%,-3.8%,-7.5%,-1.8%,2.2%,-4.1%,2.2%,-12.1%,-15.6%,16.3
COc1cc(C(=O)N2CCN(c3ccccn3)CC2)cc(OC)c1OC,0.1%,3.5%,-1.3%,7.4%,12.2%,0.7%,8.1%,.,-2.8%,-16.7%,1.0
CCn1c(=O)c([N+](=O)[O-])c(NCc2ccc3c(c2)OCO3)c2ccccc21,-0.7%,-2.8%,-3.5%,0.0%,-44.7%,0.2%,-8.3%,-4.6%,-12.5%,-4.5%,2.3
CCOC(=O)/C(C#N)=C/Nc1cc(C(=O)OCC)cc2c(OC)c(OC)ccc12,-0.1%,-3.4%,-5.2%,3.1%,-36.8%,-0.6%,9.9%,-3.6%,200.3%[activator],?,4.7
Cc1cc(-n2c(C)c3c(C)nnc(C)c3c2C)ccc1N,-0.7%,2.3%,-6.2%,-8.1%,0.3%,1.7%,1.7%,2.0%,-7.7%,-12.6%,-1.3
Cc1ccc(C)c(-n2[nH]c3c4c(ccc3c2=O)C(=O)c2ccccc2C4=O)c1,-0.6%,0.3%,-2.0%,-6.5%,1.6%,2.7%,-7.0%,2.9%,-3.0%,4.3%,0.4
CCOC(=O)CCP(=O)(O)C(O)c1ccc(OC)cc1 (stereo not given),-0.5%,-10.4%,-0.1%,4.2%,-4.1%,-2.3%,2.3%,1.9%,3.0%,7.1%,-0.8
CC(=O)Nc1ccc(S(=O)(=O)N(C)CC(=O)OCC(=O)N(C)c2ccccc2)cc1,-1.7%,-2.5%,-3.6%,0.1%,10.0%,0.6%,3.0%,-3.0%,0.8%,-25.4%,-0.1
Nc1nc(NCc2ccco2)nc(Nc2ccccc2)c1[N+](=O)[O-],-0.8%,-10.6%,4.9%,3.6%,6.5%,2.0%,0.9%,1.8%,0.9%,14.5%,-0.2
O=C(N/C(=C\c1cccc([N+](=O)[O-])c1)C(=O)N1CCOCC1)c1ccco1,0.1%,.,-0.9%,6.5%,18.3%,2.1%,1.4%,3.0%,-2.9%,?,-1.2
O=C(c1cccs1)N1CCCC(c2ccccc2)C1 (stereo not given),-1.5%,-3.3%,-2.6%,-13.1%,28.4%,-0.4%,1.5%,0.1%,-2.7%,15.2%,13.8
Cc1cccc(NC(=O)c2cccc(S(=O)(=O)N(C)c3ccccc3)c2)n1,0.4%,4.8%,-0.5%,16.0%,2.1%,-0.7%,-0.2%,16.1%,-6.9%,-13.9%,?
Cc1nnc(SCC(=O)N2CCN(C(=O)c3ccco3)CC2)n1-c1ccccc1,-0.1%,-3.6%,0.4%,2.8%,2.7%,3.0%,1.7%,-0.1%,2.1%,3.8%,1.8
COC(=O)c1c(C)[nH]c(C(=O)COC(=O)Cn2cc(C(F)(F)F)ccc2=O)c1C,-0.5%,3.2%,-3.4%,1.3%,-4.0%,3.3%,0.3%,9.2%,-4.3%,0.2%,0.5
O=C(COC(=O)c1cc(S(=O)(=O)N2CCOCC2)c(Cl)cc1Cl)c1ccc[nH]1,1.0%,7.0%,1.4%,5.8%,-10.9%,1.3%,12.9%,-0.3%,0.0%,-18.0%,-4.4
COc1ccc(CCNC(=O)c2cc3c(=O)n4ccccc4nc3n(C3CCCCC3)c2=N)cc1OC,0.2%,?,-2.7%,3.5%,-51.4%,0.4%,-5.3%,1.8%,2.9%,-65.7%[inhibitor],5.6
CN1CCN(NC(=O)Nc2ccc(Br)cc2Cl)CC1,-0.8%,-1.0%,-0.9%,-8.2%,?,-0.4%,?,2.6%,5.7%,-2.0%,6.9
Cc1ccc(S(=O)(=O)N2CCCCC2)cc1NC(=O)COC(=O)c1cc[n+]([O-])cc1,-0.9%,2.4%,3.7%,-2.9%,2.6%,-5.9%,-1.9%,2.6%,0.6%,14.2%,-2.9
O=C(CN1C(=O)CC(c2ccccc2)S(=O)(=O)c2ccccc21)N1CCOCC1 (stereo not given),0.5%,.,.,7.3%,.,-3.2%,7.2%,-2.8%,.,.,3.1
O=C(NCCN1CCN(C(=O)c2cccs2)CC1)c1cccs1,-0.4%,.,-6.2%,0.8%,6.7%,-1.3%,0.5%,5.2%,1.8%,6.6%,-0.5
O=C(CSc1n[nH]c(-c2ccco2)n1)Nc1ccc(Br)cc1,-0.5%,-1.0%,2.9%,-16.8%,-20.4%,-1.4%,4.3%,-0.6%,-7.2%,14.2%,5.6
COc1cc(/C=N/N=C(/N)c2nonc2N)cc(Br)c1OCc1cccc(C)c1,0.2%,1.3%,-3.8%,-27.2%,-23.7%,-1.2%,-3.2%,-0.8%,-13.0%,-8.4%,21.6
O=C(c1cccc([N+](=O)[O-])c1)N1CCN(C/C=C/c2ccccc2)CC1,3.2%,-9.2%,1.3%,-19.2%,10.0%,4.5%,-5.9%,2.5%,-0.4%,-8.4%,.
O=C(CN(Cc1ccccc1F)C(=O)c1ccco1)NCc1ccc(F)cc1,0.1%,1.6%,2.5%,9.6%,-8.4%,0.6%,1.5%,-22.6%,3.1%,-27.4%,16.4
C=CCN(CC=C)C(=O)c1ccc(OC2CCN(S(=O)(=O)N(C)C)CC2)cc1,3.1%,.,2.4%,-8.5%,14.9%,0.2%,2.6%,10.4%,-1.0%,5.01µM*,0.7
CN1N=C(C(=O)N2CCCC(N3CCN(c4ccc(F)cc4)CC3)C2)CCC1=O (stereo not given),-0.8%,-0.4%,-0.2%,2.5%,2.8%,0.0%,-9.1%,-0.3%,.,-1.9%,-1.4
O=C(/C=C/c1ccc([N+](=O)[O-])cc1)NCC1CCCO1 (stereo not given),-0.2%,-5.1%,-2.7%,-19.8%,45.5%,6.6%,9.9%,9.7%,1.9%,14.1%,4.5
Cc1ccc(S(=O)(=O)N2CCN(C(=O)CN3CCCCC3)C2C(C)C)cc1 (stereo not given),0.1%,.,1.6%,-0.2%,6.2%,-0.4%,0.7%,-3.9%,1.3%,-15.6%,2.3
COc1cc(C2NC(=O)NC(O)(C(F)(F)F)C2C(C)=O)cc(OC)c1OC (stereo not given),-1.0%,-1.8%,-2.6%,1.6%,-0.6%,2.9%,2.4%,-5.1%,0.7%,9.1%,-3.8

# Ordered by value in TSG101-PTAP inh (smallest number first): 3 of the compounds above
molecule | B2AR arrestin | uPA generation | TSG101-PTAP inh | Eya2 inh | USP2a inh | p53 reactivator | ASM inhibitor | Integrin act MD | TRPV1 agonist
CC(=O)Nc1ccc(S(=O)(=O)N(C)CC(=O)OCC(=O)N(C)c2ccccc2)cc1 | -1.7% | -2.5% | -3.6% | 0.1% | 0.6% | -3.0% | 0.8% | -25.4% | -0.1
COC(=O)c1c(C)[nH]c(C(=O)COC(=O)Cn2cc(C(F)(F)F)ccc2=O)c1C | -0.5% | 3.2% | -3.4% | 1.3% | 3.3% | 9.2% | -4.3% | 0.2% | 0.5
Cc1ccc(C)c(-n2[nH]c3c4c(ccc3c2=O)C(=O)c2ccccc2C4=O)c1 | -0.6% | 0.3% | -2.0% | -6.5% | 2.7% | 2.9% | -3.0% | 4.3% | 0.4

# High-throughput results: PubChem BioAssay, National Center for Advancing Translational Sciences (NCATS)
